hgDAF12 agonist: hgDAF-12 agonism, primary luciferase screen; activation, % at 6.8 µM; HEK293 GAL4-hgDAF12 UAS-luciferase reporter, agonist luminescence; normalized to butyrate control; 1.8% of 370,000 active;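 active = activation above a cutoff set at the mean of all screened compounds plus 3 SD, cut at about 10% in these data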;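 note: 0% = DMSO wells and 100% = sodium butyrate wells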
FXN GAA850 act: frataxin GAA850 promoter activation | activation, % at 6 µM | HEK293 lucGAA850 FXN promoter luciferase reporter, 24 h; percent of 10 µM SAHA response | AID 540364 | 0.56% of 360,000 active;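 active = activation above the average of all compounds screened plus 3 SD, cutoff fixed separately per campaign, cut at about 7.5% in these data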;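 note: 0% = DMSO wells and 100% = 10 µM SAHA wells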
DAX1 inh-1: NR0B1 (DAX1) inhibition. P51843. HEK293 Gal4-DAX1 luciferase reporter, luminescence. inhibition, % at 6.75 µM. 0.99% of 340,000 active. AID 504766;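 active = inhibition above the mean over all tested compounds plus 3 SD, cut at about 4.2% in these data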;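 note: 0% = DAX1-transfected cells with DMSO and 100% = empty-vector control cells with DMSO; inhibition shows as a rise in luminescence from relieved DAX1 repression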
Target sequence (P51843 207-470 limits assumed): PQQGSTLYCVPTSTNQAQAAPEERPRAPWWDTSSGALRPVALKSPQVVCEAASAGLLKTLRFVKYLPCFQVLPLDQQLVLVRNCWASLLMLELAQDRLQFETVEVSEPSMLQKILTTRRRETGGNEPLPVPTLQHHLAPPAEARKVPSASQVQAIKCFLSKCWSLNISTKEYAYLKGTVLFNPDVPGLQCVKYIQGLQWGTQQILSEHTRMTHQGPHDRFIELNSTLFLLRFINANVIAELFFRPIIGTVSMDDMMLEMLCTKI
PG9 binder: PG9 antibody binding by small molecule; TR-FRET gp120-PG9 antibody binding; inhibition, % at 6.7 µM; 0.43% of 360,000 active; in the data active = inhibition above about 8.5%
ADAM10 inh: ADAM10 inhibition, QFRET primary screen; recombinant ADAM10, EDANS/DABCYL FRET peptide cleavage, 3 h; O14672; 0.62% of 370,000 active; inhibition, % at 7 µM;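 active = inhibition above a per-campaign cutoff equal to the mean of compounds falling between control-based bounds plus 3 SD, cut at about 20% in these data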;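 note: 0% = DMSO wells while the 100% control is not disclosed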
Target sequence (O14672 214-748 limits assumed): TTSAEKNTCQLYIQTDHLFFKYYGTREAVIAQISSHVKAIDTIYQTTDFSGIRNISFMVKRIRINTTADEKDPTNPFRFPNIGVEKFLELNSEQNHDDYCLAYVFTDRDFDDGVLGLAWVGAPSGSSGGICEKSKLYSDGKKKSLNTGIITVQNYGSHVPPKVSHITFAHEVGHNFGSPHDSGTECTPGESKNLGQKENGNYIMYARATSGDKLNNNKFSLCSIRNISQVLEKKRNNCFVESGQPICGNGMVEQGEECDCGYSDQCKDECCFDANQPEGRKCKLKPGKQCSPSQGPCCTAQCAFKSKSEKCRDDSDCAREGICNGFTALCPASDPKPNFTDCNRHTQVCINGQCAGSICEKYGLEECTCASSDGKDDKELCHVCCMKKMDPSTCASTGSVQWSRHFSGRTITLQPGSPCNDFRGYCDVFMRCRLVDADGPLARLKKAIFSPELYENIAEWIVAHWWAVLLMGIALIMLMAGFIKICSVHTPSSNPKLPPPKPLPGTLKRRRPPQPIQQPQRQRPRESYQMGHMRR
hcDAF-12 act: activates DAF-12 receptor from parasite H. contortus | activation, % at 6.8 µM | HEK293 hcDAF-12 lit1-tk-luc reporter, luminescence; 0% DMSO, 100% Δ7-dafachronic acid | 1.4% of 370,000 active;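 active = activation above the mean of all tested compounds plus 3 SD, cut at about 5.5% in these data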;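 note: 100% = response to 3 µM Δ7-dafachronic acid high control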
DAX1 inh-2: DAX1 (NR0B1) inhibition, primary screen; 1.1% of 370,000 active; HEK293T StAR-luciferase reporter, SF-1/DAX-1 repression relief; inhibition, % at 6.8 µM; AID 652010;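 active = inhibition above the mean over all tested compounds plus 3 SD, cut at about 3.6% in these data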;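 note: 0% = DAX-1 cells with DMSO and 100% = cells lacking DAX-1 with DMSO; higher inhibition means more luminescence from relief of DAX-1 repression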
NPR1 activator: GC-A (human) enzyme activation; 0.14% of 370,000 active; HEK293 GC-A cells, cGMP TR-FRET, EC30 ANP; 0% at EC30 ANP, 100% saturating ANP; activation, % at 10 µM; P16066; in the data active = activation above about 40%
ADAM17 inh: inhibits human ADAM17. P78536. recombinant ADAM17, EDANS/DABCYL FRET peptide cleavage. inhibition, % at 6.95 µM. 0.83% of 370,000 active. AID 720648;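 active = inhibition above the mean of compounds lying between control limits plus 3 SD, set per campaign, cut at about 8.5% in these data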;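 note: 0% = DMSO-only wells as the low control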
ssDAF-12 act: activators of S. stercoralis DAF-12 nuclear receptor; HEK293 ssDAF-12/GRIP1 lit1-tk-luc reporter, luminescence; % of 3 µM dafachronic acid response; activation, % at 6.8 µM; 1% of 370,000 active;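 active = activation above the mean over all tested compounds plus 3 SD, cut at about 0.9% in these data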;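 note: 0% = DMSO-only wells and 100% = 3 µM delta7-dafachronic acid wells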
SMARCA2 act: increases SMARCA2 function in MMTV reporter cells | MG213 cells, MMTV-luciferase reporter, dexamethasone, overnight | 1% of 370,000 active | activation, % at 9.1 µM | AID 652017; in the data active = activation above about 7.8%;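 note: 0% = vehicle wells and 100% = reference activator wells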
Numbers without * were called inactive; x = no result given.

SMILES	hgDAF12 agonist	FXN GAA850 act	DAX1 inh-1	PG9 binder	ADAM10 inh	hcDAF-12 act	DAX1 inh-2	NPR1 activator	ADAM17 inh	ssDAF-12 act	SMARCA2 act
CCCC(=O)N=C1SC2CS(=O)(=O)CC2N1c1ccc(CC)cc1 (stereo not given)	-0.8	-2.2	0.4	0.2	-1	-0.5	0.5	4	-1	-1.3	2
CC(C)Cn1c(=O)n(C)c(=O)c2[nH]cnc21	3.0	2.7	0.2	1.9	-4	-0.5	0.5	6	-6	-1.4	2
O=C(Nc1ccc2[nH]ncc2c1)C1CCC1	1.7	0.4	-0.5	-0.6	4	-1.9	-0.2	-1	-1	-0.8	2
COCCNC(=O)c1ccc(C2SCC(=O)N2Cc2ccco2)cc1 (stereo not given)	0.5	1.6	-0.6	0.6	7	0.0	-0.3	2	-1	-1.3	0
C[C@@H]1CN([C@H](C)CO)C(=O)CCCn2cc(nn2)CO[C@H]1CN(C)C(=O)Nc1ccccc1C(F)(F)F	-1.4	-0.2	-0.2	-0.1	0	-0.9	-0.1	2	1	-0.9	7
COc1ccc(NC(=O)C(NC(C)=O)C(=O)NCc2ccccc2)cc1 (stereo not given)	-1.1	0.7	0.7	-3.6	-1	-0.6	0.5	5	-4	-0.7	2
COc1ccc(C=CC(=O)C=CC=Cc2ccccc2)cc1	-1.7	0.1	-0.7	-0.7	-9	1.2	0.1	1	-1	-0.8	-3
Cc1ccc(NC(=S)Nc2ncccc2C)c(C)c1	12*	4.2	3.0	-0.7	0	3.4	4.2*	3	-2	-0.1	4
OC[C@@H](O)[C@@H](O)[C@H](O)[C@@H](O)CO	2.1	-3.0	0.9	-1.4	-13	0.1	0.9	0	-6	-0.8	-4
O=C(COc1ccc(Cl)c(Cl)c1)NN1C(=O)C2C(C1=O)C1C=CC2C12CC2 (stereo not given)	-2.8	-1.4	0.8	-2.1	8	-1.3	-0.1	2	-1	-1.5	-2
CCCC1c2ccsc2CCN1C(=S)NC (stereo not given)	-2.1	1.2	1.2	0.4	-3	-0.9	0.1	-2	-3	-1.8	-2
COc1cccc(OCc2nn3c(=O)c(-c4ccccc4)nnc3s2)c1	-2.6	0.5	-0.3	12*	3	0.8	-0.6	-1	-3	-0.9	0
CCOC(=O)c1cc(C#N)c(N2CCNCC2)nc1C(F)(F)F	-1.7	0.0	0.6	2.2	-31	-0.6	-0.6	-2	-14	-1.7	0
CC(C)c1ccc(S(=O)(=O)Nc2ccc(N3CCOCC3)cc2)cc1	0.4	1.0	-0.2	-1.0	-4	-1.8	-0.2	3	2	-0.8	-3
CC(C)OCCCNC(=O)CN1CCN(Cc2ccc(Cl)cc2)C1=O	1.4	1.8	-0.1	-0.3	9	-1.0	-0.2	2	-3	-1.1	1
CN1CCCCC(NC(=O)C(C)(C)C)C1=O (stereo not given)	-0.8	x	x	-1.7	1	-1.6	-0.3	2	-2	-1.6	0
Cc1ccc2c(CSc3nnc(C4CC4)n3N)cc(=O)oc2c1	-0.7	0.3	-1.2	-2.4	-2	-2.7	0.3	1	-2	-0.3	-1
Cc1sc2nc(C(C)C)nc(SCC(=O)NCc3ccco3)c2c1C	-3.9	1.9	-1.2	-0.3	1	-1.8	0.3	-4	1	-2.1	0
CC1CCN(C(=O)C2CCC(C)(C(=O)O)C2(C)C)CC1 (stereo not given)	-1.9	3.5	0.6	-2.5	12	-2.2	-0.4	5	1	-1.5	1
CCOC(=O)N1CCN(C(=O)CN(c2ccc(Cl)c(C(F)(F)F)c2)S(C)(=O)=O)CC1	-2.6	0.3	-1.1	-0.3	2	-2.5	-0.7	2	-6	-1.2	-2
COc1cc(Br)cc(C(=O)N2CCc3ccccc32)c1OC	4.5	0.9	0.6	1.2	-9	1.4	-1.8	-2	0	-0.3	-2
Cc1cccn2c(=O)c(/C=C(\C#N)C(N)=O)c(N3CCCCCC3)nc12	-0.5	1.2	1.7	0.5	-46	-3.1	-0.1	0	-18	-1.3	0
CCC(=O)N(c1nnc(SC(C)C(=O)Nc2ccc(N3CCOCC3)cc2)s1)C1CC1 (stereo not given)	0.7	1.1	1.8	1.7	-9	-2.1	-0.6	-4	-4	-1.4	-4
O=C(Cn1nnc(-c2ccc(Cl)cc2)n1)NC1CC2CCC1C2 (stereo not given)	-2.6	1.4	-0.1	0.7	10	-2.0	-1.2	2	1	-1.2	1
COc1ccc(C(=O)NNC(=O)c2cccc3ccccc23)cc1	0.1	6.0	2.3	-0.8	-8	1.3	1.3	1	-4	-0.5	1

Quoted at random: 6 records from the list.
SMILES	hgDAF12 agonist	FXN GAA850 act	DAX1 inh-1	PG9 binder	ADAM10 inh	hcDAF-12 act	DAX1 inh-2	NPR1 activator	ADAM17 inh	ssDAF-12 act	SMARCA2 act
O=C(Nc1ccc2[nH]ncc2c1)C1CCC1	1.7	0.4	-0.5	-0.6	4	-1.9	-0.2	-1	-1	-0.8	2
COCCNC(=O)c1ccc(C2SCC(=O)N2Cc2ccco2)cc1 (stereo not given)	0.5	1.6	-0.6	0.6	7	0.0	-0.3	2	-1	-1.3	0
COc1cccc(OCc2nn3c(=O)c(-c4ccccc4)nnc3s2)c1	-2.6	0.5	-0.3	12*	3	0.8	-0.6	-1	-3	-0.9	0
O=C(COc1ccc(Cl)c(Cl)c1)NN1C(=O)C2C(C1=O)C1C=CC2C12CC2 (stereo not given)	-2.8	-1.4	0.8	-2.1	8	-1.3	-0.1	2	-1	-1.5	-2
CCOC(=O)N1CCN(C(=O)CN(c2ccc(Cl)c(C(F)(F)F)c2)S(C)(=O)=O)CC1	-2.6	0.3	-1.1	-0.3	2	-2.5	-0.7	2	-6	-1.2	-2
Cc1ccc(NC(=S)Nc2ncccc2C)c(C)c1	12*	4.2	3.0	-0.7	0	3.4	4.2*	3	-2	-0.1	4

PG9 binder: hit marks shown above.
SMILES | DAX1 inh-1 | PG9 binder | ADAM10 inh | hcDAF-12 act | DAX1 inh-2 | NPR1 activator | ADAM17 inh | ssDAF-12 act | SMARCA2 act
COc1cccc(OCc2nn3c(=O)c(-c4ccccc4)nnc3s2)c1 | -0.3 | 12* | 3 | 0.8 | -0.6 | -1 | -3 | -0.9 | 0

(further entries)
SMILES	hgDAF12 agonist	FXN GAA850 act	DAX1 inh-1	PG9 binder	ADAM10 inh	hcDAF-12 act	DAX1 inh-2	NPR1 activator	ADAM17 inh	ssDAF-12 act	SMARCA2 act
O=C(COc1ccccc1)NC(NC(=S)Nc1ccccc1O)C(Cl)(Cl)Cl (stereo not given)	-1.0	-2.1	-1.2	-0.2	11	1.7	-0.5	-8	1	-0.1	-2
CCOc1cc(N2CCOCC2)c(OCC)cc1NC(=O)CN1C(=O)NC(C)(c2ccc(OC)cc2)C1=O (stereo not given)	0.7	0.8	-0.5	1.0	1	-0.4	1.2	-5	1	-0.4	-2
O=C(Cn1cccc1C(=O)c1ccccc1)NCCc1ccc(Cl)cc1	-1.7	-1.8	1.1	9.4*	-6	4.1	0.4	-7	0	-0.8	0
CC(C)C(=O)NCc1cc(-c2ccccc2)no1	1.4	2.2	1.5	3.2	3	-0.7	0.7	-1	4	-0.5	-5
O=C(COC(=O)COc1ccc(Br)cc1)NCc1ccccc1	0.3	-0.7	0.1	-0.7	-13	-0.3	-0.3	3	-3	-1.3	-3
CC(OC(=O)CSc1ccccc1)C(=O)NC1CCCCC1C (stereo not given)	2.4	1.8	-0.8	0.6	10	-2.1	0.7	3	1	-1.3	1
C/C(=N\NC(=O)c1nnn(-c2nonc2N)c1C(C)C)c1cc(C)sc1C	1.9	-1.0	0.0	-1.3	-5	-2.4	-0.8	-10	1	-1.7	-1
C=CCSc1ncc(C(=O)OCC)c(N)n1	7.3	4.2	0.7	-2.7	6	1.9	1.7	-2	3	-1.3	-3
O=C(COC(=O)c1ccccn1)Nc1ccccc1Cl	-0.8	0.6	-0.2	-0.7	1	-0.2	1.0	2	2	-1.1	1
COc1ccccc1CC(=O)NC1CCN(Cc2ccccc2)CC1	0.3	-1.6	0.1	-2.4	3	-1.2	0.2	-3	-1	-0.5	-3
Cc1ccc(OCC(=O)Oc2cccc(C)c2C)cc1	-2.3	0.2	-0.8	0.3	11	0.9	0.3	2	3	-0.4	-1
Cc1cc2cc(C(c3nnnn3C(C)(C)C)N(Cc3ccco3)CC3CCCO3)c(=O)[nH]c2cc1C (stereo not given)	0.2	-0.5	0.3	0.7	-31	0.2	0.2	1	-5	-0.9	-4
CCC(C)Sc1nc2c(cnn2-c2ccccc2)c(=O)[nH]1 (stereo not given)	-1.4	1.7	0.3	2.3	-3	-1.4	0.9	2	5	-0.7	-2
N#CCC[C@H]1CC[C@]2(CCCN(Cc3ccc(Cl)cc3)C2)O1	-2.8	x	x	x	-12	-0.5	0.1	-2	-5	-1.3	-3
CC(=O)Nc1ccc(-c2ccnc3c2CC(C)(C(=O)NCc2ccncc2)O3)cc1 (stereo not given)	2.0	2.8	x	0.2	-5	-1.6	0.1	1	-3	-0.8	0
CCCC(=O)Nc1ccccc1-c1nnc(SCC)[nH]c1=O	-0.7	-0.7	1.3	-2.1	-5	0.4	-0.1	-1	-2	-1.7	-3
Cc1sc2ncn(CC(=O)NCCCC(=O)N3CCN(c4ccccc4)CC3)c(=O)c2c1C	2.3	-2.9	1.9	-1.2	-15	0.0	0.0	-8	0	-1.2	-1
CSc1cccc(NC(=O)C2CCN(S(=O)(=O)c3ccc4c(c3)NC(=O)CO4)CC2)c1	1.7	0.5	0.0	0.1	6	0.7	-1.9	-7	-1	-1.4	-4
CCC(CO)NCc1cc(OC)c(OCC(=O)NCCc2ccccc2)cc1Br (stereo not given)	3.5	-6.6	0.7	1.0	4	-1.3	0.2	-1	-1	-1.9	8.3*

Assay outcomes: PubChem, several laboratories
